Assay outcomes deposited in PubChem by several laboratories.
PostGolgi yeast: growth inhibition of a yeast mutant, post-Golgi transport screen; inhibition, % at 10 µM; post-Golgi transport phenotypic cell assay; 98,000 tested, 0.9% active;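 also: yeast cells grown in 1536-well plates; yeast grown about 18 h at 30C before absorbance read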
CD11b adhes inh: blocks human CD11b/CD18 adhesion to fibrinogen; inhibition, % at 10 µM; 93,000 tested, 0.54% active; P05107+P11215; AID 1497; K562 CD11b/CD18 adhesion to fibrinogen, ATPlite luminescence; Mn2+ added to activate the integrin;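 active = primary inhibition of 50% or more at 10 µM, then 40% or more on retest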; also: some results filed as inactive read as strong as hits
sEH activator: activators of human soluble epoxide hydrolase | purified human sEH enzymatic activity, activator screen | activation, % at 2 µM | 91,000 tested, 0.04% active | AID 717; in the data active = activation above about 37%; also: values of inactives mirror those of a sister screen read the other way
Target sequence (P34913 whole entry, looked up): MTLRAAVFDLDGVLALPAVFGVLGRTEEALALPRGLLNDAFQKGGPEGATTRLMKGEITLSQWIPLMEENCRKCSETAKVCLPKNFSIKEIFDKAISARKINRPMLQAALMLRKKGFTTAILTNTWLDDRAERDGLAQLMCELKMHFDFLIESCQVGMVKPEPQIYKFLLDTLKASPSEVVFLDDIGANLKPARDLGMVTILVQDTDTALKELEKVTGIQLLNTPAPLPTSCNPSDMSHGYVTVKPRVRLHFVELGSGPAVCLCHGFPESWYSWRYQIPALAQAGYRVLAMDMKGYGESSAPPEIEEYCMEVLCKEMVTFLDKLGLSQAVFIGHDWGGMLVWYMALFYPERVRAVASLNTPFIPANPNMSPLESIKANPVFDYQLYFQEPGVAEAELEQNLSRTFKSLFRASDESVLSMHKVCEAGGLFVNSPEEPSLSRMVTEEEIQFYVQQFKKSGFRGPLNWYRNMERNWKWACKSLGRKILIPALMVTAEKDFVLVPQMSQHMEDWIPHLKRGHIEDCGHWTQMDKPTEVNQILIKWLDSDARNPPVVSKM
S1P2 agonist: S1P2 (human) receptor agonism. O95136. activation, % at 4.5 µM. S1P2-expressing cell line, agonist reporter read-out. 97,000 tested, 0.46% active. AID 729; in the data active = activation above about 16%;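 also: 0% = vehicle low control and 100% = maximal reference agonist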
Target sequence (O95136 whole entry, looked up): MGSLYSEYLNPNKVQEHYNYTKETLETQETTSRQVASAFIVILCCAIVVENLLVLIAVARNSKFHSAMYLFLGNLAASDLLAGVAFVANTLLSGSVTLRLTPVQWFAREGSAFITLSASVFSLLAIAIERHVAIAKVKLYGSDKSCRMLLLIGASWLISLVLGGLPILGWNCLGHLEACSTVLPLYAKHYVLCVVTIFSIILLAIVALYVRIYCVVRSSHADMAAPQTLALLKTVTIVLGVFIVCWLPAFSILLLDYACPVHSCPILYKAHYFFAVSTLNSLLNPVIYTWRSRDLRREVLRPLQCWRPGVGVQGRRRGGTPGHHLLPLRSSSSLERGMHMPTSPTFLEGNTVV
S1P2 blocker: S1P2 (human) receptor antagonism | inhibition, % at 5 µM | cell-based S1P2 antagonist assay, inhibition at 5 uM | AID 736 | 97,000 tested, 0.21% active | O95136; in the data active = inhibition above about 45%;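 also: CRE beta-lactamase reporter cells expressing human S1P2 stimulated with S1P; 0% = agonist at EC80 alone and 100% = agonist plus reference antagonist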
sEH inh: blocks human soluble epoxide hydrolase activity; P34913; recombinant human sEH enzymatic activity assay; inhibition, % at 2 µM; 91,000 tested, 0.34% active; AID 707; in the data active = inhibition above about 80%; also: values of inactives mirror those of a sister screen read the other way; many of its hits are not listed in these tables
PLAP act: activators of human placental alkaline phosphatase | P05187 | purified PLAP enzyme, luminescent substrate read-out; hits give high values | activation fold at 20 µM | 96,000 tested, 1.2% active; in the data active = activation fold above about 2
PostGolgi ctrl: yeast control strain growth, post-Golgi counter-screen; efflux-deficient yeast background strain, growth absorbance A615, 16 h; 98,000 tested, 5% active; inhibition, % at 10 µM
Ecoli WT expand: blocks growth of wild type E. coli BW25113. OD600 absorbance. growth inhibition, % at 100 µM. 98,000 tested, 0.15% active;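 active = growth inhibition above about 50% at one test dose, limit read from the data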;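 also: growth measured after 20 h incubation at 37 °C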
* = called active by the depositor; . = not tested or not shown; & = joins results of further samples. Rule as the data show it, unless noted: active = inhibition above about 30%; inactive = the rest.

Sample of the layout (two entries):
Each structure is followed by: PostGolgi yeast | CD11b adhes inh | sEH activator | S1P2 agonist | S1P2 blocker | sEH inh | PLAP act | PostGolgi ctrl | Ecoli WT expand
[1] COc1ccc(-n2c(SCC(=O)Nc3cc(C)on3)nc3ccc(O)cc3c2=O)cc1OC
  -10 | 3 | 11 | -4 | 13 | -11 | 1.4 | -1 | -4
[2] O=C(CSc1nnc(-c2ccccc2Br)o1)N1CCN(C(=O)c2ccco2)CC1
  11 | 0 | . | -3 | 8 | . | 1.8 | 28 | -4

The whole of this part, from the start:
Each structure is followed by: PostGolgi yeast | CD11b adhes inh | sEH activator | S1P2 agonist | S1P2 blocker | sEH inh | PLAP act | PostGolgi ctrl | Ecoli WT expand
[1] COc1ccc(-n2c(SCC(=O)Nc3cc(C)on3)nc3ccc(O)cc3c2=O)cc1OC
  -10 | 3 | 11 | -4 | 13 | -11 | 1.4 | -1 | -4
[2] O=C(CSc1nnc(-c2ccccc2Br)o1)N1CCN(C(=O)c2ccco2)CC1
  11 | 0 | . | -3 | 8 | . | 1.8 | 28 | -4
[3] COc1ccc(/C=N/NC(N)=S)cc1OC(=O)c1ccccc1
  -1 | 1 | -2 | -4 | -9 | 4 | 0.9 | 0 | -7
[4] NS(=O)(=O)c1ccc(CNC(=O)CC23CC4CC(CC(C4)C2)C3)cc1
  13 | 16 | -50 | -4 | 6 | 51 | 0.9 | 3 | -5
[5] Brc1ccc(-c2csc(-c3c[nH]c4ccccc34)n2)cc1
  -4 | -3 | 6 | 1 | -19 | -8 | 1 | 24 | -20
[6] Brc1ccc(OCCOCCOc2cccc3cccnc23)cc1
  . | . | 58* | -1 | 20 | -54 | . | . | .
[7] CC1CCC(C(C)C)C(OC(=O)C2=C3c4ccccc4S(=O)(=O)N3CC2)C1 (stereo not drawn)
  . | . | -2 | -10 | 4 | 7 | . | . | .
[8] CCOC(=O)c1c(NC(=O)c2ccc(Br)o2)sc(C)c1CC
  -6 | -1 | . | . | . | . | 1.4 | -1 | -3
[9] Cc1cc(N2CCOCC2)nc2ccc(NC(=O)CCC(=O)N3CCC(C)CC3)cc12
  4 | 4 | . | -7 | -3 | . | 1.1 | 3 | 0
[10] O=C(CSc1nnc2scc(-c3ccccc3)n12)N1CCCc2ccccc21
  9 | -5 | -3 | -9 | 15 | 3 | 0.9 | 2 | 1
[11] Cc1ccc(N2C(=O)CS/C2=C(\C(Cl)=C(Cl)Cl)[N+](=O)[O-])cc1
  19 | -3 | -13 | -5 | 4 | 9 | 1 | -7 | -2
[12] CC(NO)C(C)(C)NO (stereo not drawn)
  -6 | -18 | . | -6 | 20 | . | 0.9 | 5 | -4
[13] CCN1C(=O)c2cccc3c(NC(=O)c4ccc(OC)c(OC)c4)ccc1c23
  -4 | -3 | -5 | 2 | 10 | 6 | 1.4 | 11 | -16
[14] Cc1nn(Cc2ccc(Cl)cc2Cl)c(C)c1NC(=O)c1nc2n(n1)C(C(F)F)CC(C)N2 (stereo not drawn)
  -5 | 0 | 3 | -5 | 28 | -4 | 1.4 | 8 | -1
[15] CC(=O)c1c(C)n(CC(=O)NCc2ccc3c(c2)OCO3)c2ccccc12
  3 | 28 | -9 | -8 | 19 | 12 | 0.9 | 12 | 7
[16] CS(=O)(=O)N(C(=O)NC(=O)NC1CCS(=O)(=O)C1)C1CCCCC1 (stereo not drawn)
  10 | -3 | -4 | -4 | 5 | 1 | 1 | 0 | 0
[17] COCCn1c(SCC(=O)NCC2CCCO2)nc2c(c1=O)SC(C)C2 (stereo not drawn)
  4 | -11 | . | . | . | . | 1.2 | 5 | 2
[18] O=C(O)CCc1nc2ccccc2n(CCc2ccccc2)c1=O
  4 | -6 | -8 | -7 | 2 | 8 | 1.4 | -2 | -7
[19] CCCC(=O)Nc1ccc2c(c1)nc(CCNC(=O)c1ccccc1)n2C
  -7 | -42 | -6 | -6 | -18 | 4 | 0.8 | 9 | 5
[20] COC(=O)c1sccc1NC(=O)c1cc(-c2cc(C)ccc2C)nc2ccccc12
  -3 | . | 15 | -4 | 11 | -12 | 1.1 | 0 | -22

Some of these compounds in order of their number in PLAP act, smallest number first:
entry	SMILES	CD11b adhes inh	sEH activator	S1P2 agonist	S1P2 blocker	sEH inh	PLAP act
19	CCCC(=O)Nc1ccc2c(c1)nc(CCNC(=O)c1ccccc1)n2C	-42	-6	-6	-18	4	0.8
4	NS(=O)(=O)c1ccc(CNC(=O)CC23CC4CC(CC(C4)C2)C3)cc1	16	-50	-4	6	51	0.9
1	COc1ccc(-n2c(SCC(=O)Nc3cc(C)on3)nc3ccc(O)cc3c2=O)cc1OC	3	11	-4	13	-11	1.4

Next part
Each structure is followed by: PostGolgi yeast | CD11b adhes inh | sEH activator | S1P2 agonist | S1P2 blocker | sEH inh | PLAP act | PostGolgi ctrl | Ecoli WT expand
[21] O=C(Nc1ccc(N2CCN(C(=O)c3ccco3)CC2)cc1)c1cccc(F)c1
  4 | 22 | -29 | -8 | 1 | 30 | 0.8 | 15 | -3
[22] COC(=O)c1[nH]c2ccc(Br)cc2c1NC(=O)Oc1ccccc1
  4 | . | . | -7 | -3 | . | 1.1 | 25 | -15
[23] Cc1ccc2cc(CN(Cc3ccccc3)Cc3nnnn3C3CCCC3)c(=O)[nH]c2c1
  -11 | 13 | -18 | -3 | 10 | 18 | 1.6 | 39* | -18
[24] CC(CNCC1CCCO1)COc1cccc2ccccc12 (stereo not drawn)
  -4 | -2 | -2 | -5 | 5 | -1 | 1.1 | -4 | 5
[25] O=C(/C=N/O)Nc1cccnc1
  -13 | . | -9 | -6 | -6 | 11 | . | -10 | -17
[26] CCOC(=O)c1ccc(-c2ccc(C(=O)Nc3cccnc3)o2)cc1
  17 | 15 | -10 | -2 | -1 | 9 | 0.9 | 29 | 5
[27] CS(=O)(=O)N(Cc1ccccc1)c1ccc(C(=O)Nc2ccc3c(c2)OCO3)cc1
  -9 | 3 | -2 | -4 | 10 | 3 | 1 | 2 | -2
[28] CCc1nnc(NC2=NCCC2)s1
  7 | -6 | 14 | 0 | -3 | -10 | 1 | 33* | 2
[29] Cn1c(N)c(C(=O)CSc2nc(N)cc(=O)[nH]2)c(=O)n(C)c1=O
  -2 | -8 | 0 | -2 | -4 | 2 | 1.1 | 3 | 8
[30] CCN(C(=O)COC(=O)C(Cc1ccccc1)N1C(=O)c2ccccc2C1=O)C1CCS(=O)(=O)C1 (stereo not drawn)
  16 | 0 | . | . | . | . | 1.6 | 0 | 2
[31] O=C(Oc1ccccc1)c1cc2ccccc2o1
  3 | -30 | -22 | -4 | 6 | 20 | 0.8 | 1 | 9
[32] CCOc1ccc(S(=O)(=O)n2ccnc2)c2ccccc12
  -8 | -5 | 4 | . | . | 1 | 1.1 | 1 | 10
[33] CC1=CC(C)=Nc2ccc(C)cc2N1
  -7&-6 | 15&-54 | 4&-41 | -2&-4 | 15&-3 | -4&41 | 0.9&1 | 7&15 | -1&-3
[34] COc1ccccc1NC(=O)C1=C(C)Nc2nc(-c3cccs3)nn2C1c1cccc(O)c1 (stereo not drawn)
  -4 | 0 | -5 | -6 | 23 | 4 | 1.3 | 4 | 2
[35] COc1cc(OC)c(C2=NOC(C(=O)Nc3cc(C)nn3-c3ccccc3)C2)cc1Cl (stereo not drawn)
  0 | 2 | 6 | -2 | -7 | -6 | 1.2 | 6 | -8
[36] CSc1nnc(-c2ccc(O)cc2)n1C
  4 | -6 | -10 | -5 | 0 | 8 | 0.9 | 1 | 23
[37] CC(=O)Oc1ccc2c(C)c(CC(C)O)c(=O)oc2c1 (stereo not drawn)
  5 | 2 | 13 | 3 | 0 | -14 | 1.1 | 9 | 1
[38] CCn1c(=O)c(C(=O)NCCc2ccccc2)c(O)c2ccccc21
  -5 | 1 | -6 | -1 | 3 | 5 | 0.8 | 0 | 6
[39] CCCOC(=O)c1ccc(OCC(O)Cn2c(C)nc3ccccc32)cc1 (stereo not drawn)
  3 | 32 | . | . | . | . | 1.2 | 10 | -10
[40] Cc1c(C(=O)N2CCN(Cc3ccccc3)CC2)sc2ncnc(N3CCOCC3)c12
  -2 | -24 | . | . | . | . | 1.5 | 5 | 6

Quoted from the listing:
sEH activator with `CCOc1ccc(S(=O)(=O)n2ccnc2)c2ccccc12` is entered as 4
sEH activator with `COc1cc(OC)c(C2=NOC(C(=O)Nc3cc(C)nn3-c3ccccc3)C2)cc1Cl` (stereo not drawn) is entered as 6
sEH activator with `O=C(Nc1ccc(N2CCN(C(=O)c3ccco3)CC2)cc1)c1cccc(F)c1` is entered as -29

(next part)
Each structure is followed by: PostGolgi yeast | CD11b adhes inh | sEH activator | S1P2 agonist | S1P2 blocker | sEH inh | PLAP act | PostGolgi ctrl | Ecoli WT expand
[41] CCCCNC(=O)CN(C1CCCCC1)S(C)(=O)=O
  -10 | -10 | 5 | -3 | -2 | -1 | 0.6 | 12 | 4
[42] CN(C(=O)CSc1nnc(-c2ccncc2)n1C)C1CCS(=O)(=O)C1 (stereo not drawn)
  -2 | -7 | -26 | -3 | 2 | 21 | 0.8 | 10 | -5
[43] Cc1cc(Cl)c(OCCN2C(=O)NC(C)(C)C2=O)c(Br)c1
  -1 | -3 | 0 | -4 | 10 | 0 | 1 | 15 | 8
[44] CCC(C)NCCOCCSc1ccc(Cl)cc1 (stereo not drawn)
  -32 | -7 | -9 | -1 | 29 | 8 | 1 | 2 | 19
[45] Nc1nnc(SCCOc2ccc(Br)cc2)s1
  -9 | 6 | 1 | -8 | 4 | 0 | 1.2 | 3 | 7
[46] CNC(=O)CN1C(=O)CSc2ncccc21
  0 | 4 | -2 | -5 | 9 | 2 | 0.9 | 2 | -2
[47] Cc1ccc2c(c1)nnn2C1CCN(CC(=O)NCCc2ccccc2)CC1
  -4 | . | -16 | -5 | 2 | 15 | 1.4 | 9 | 34
[48] CCCCCCCn1c(=N)n(CC(=O)c2ccco2)c2ccccc21
  5 | 21 | -7 | -6 | 32 | 5 | 1 | 8 | 9
[49] CCCCN=c1scc(-c2ccc3c(c2)NC(=O)CO3)n1N=C1CCCC1
  3 | 35 | 2 | 3 | -11 | 2 | 0.9 | 65* | 22
[50] CCOc1ccc(Nc2nc(N3CCCCC3)nc(N3CCCCC3)n2)cc1
  26 | 2 | -2 | -4 | -18 | -1 | 0.9 | 4 | -13
[51] COc1ccc(/C=C/C(=O)N(C(C)C)C(C)C)cc1Br
  15 | -59 | 11 | -4 | -21 | -11 | 1.3 | 12 | -1
[52] COc1cc2[nH]c(=O)c(C(=O)NCCCN3CCCCC3)c(O)c2cc1OC
  5 | -39 | 8 | -3 | 1 | -8 | 1.3 | 4 | 5
[53] Cc1cc(NC(=O)CSc2nc(C(C)C)nc3c2c(=O)n(C)c(=O)n3C)no1
  -2 | -2 | 0 | 1 | -16 | -1 | 1 | 20 | -2
[54] Cc1ccc(Nc2c([N+](=O)[O-])c(=O)n(C)c3ccccc23)cc1C
  0 | 5 | 11 | 0 | -7 | -12 | 1.1 | 15 | -1
[55] CN(C)c1ccc(NC(=O)c2cccc(N3C(=O)CCC3=O)c2)cc1
  1 | 34 | . | . | . | . | 1.1 | 2 | 1
[56] CCn1c(=S)[nH]c2cc(C(=O)OC)ccc2c1=O
  -3 | 0 | -5 | 1 | -14 | 2 | 0.8 | 14 | 2
[57] CC(C)COC(=O)C1C2C=CC3(CN(C4CCCC4)C(=O)C13)O2 (stereo not drawn)
  -2 | 2 | . | . | . | . | 1 | 6 | 4
[58] Cc1ccc(S(=O)(=O)N[C@@H](C)C(=O)N2CCC(C(=O)N3CCC[C@H]3C(=O)O)CC2)cc1
  -1 | -27 | 6 | -5 | -12 | -5 | 1 | 7 | -4
[59] Cc1nc2c(c3c1[nH]c1ccccc13)C(=O)CC(C)(C)C2
  -17 | 23 | 2 | -3 | -28 | 1 | 1.1 | 25 | 16
[60] Cc1sc(NC(=O)CSc2ncn(-c3ccccc3)n2)nc1-c1ccccc1
  . | . | -16 | -3 | 4 | 19 | . | . | .
[61] CCNC(=S)NC1CC2CCC(C1)N2Cc1ccccc1 (stereo not drawn)
  4 | . | -1 | -5 | 2 | 3 | 0.9 | 11 | 0
